# MCF10A rereplic = inducers of DNA re-replication in MCF 10A breast cells. Potency, µM (top dose mostly 46.1 µM), without a hit: at the highest dose activity, positive = re-replication, most hits filed as activators. 2.9% of 350,000 active. AID 624296. MCF 10A DNA re-replication, Hoechst nuclear intensity, 48 h; also: % of control where 0% means no effect; nearly all actives have a fitted effect of over 50% in size
# Nrf2 inh = Nrf2 pathway inhibition. A549 ARE-Fluc reporter, luciferase luminescence, 18-24 h. Potency, µM (doses to about 46 µM), without a hit: at the top dose activity change, negative = inhibition, usual class: inhibitors. 2.1% of 360,000 active. AID 504444; also: % is scaled to controls: 0 for no effect and ±100 for the full control effect; nearly all actives have a fitted effect of over 60% in size
#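 Two sequential reads on A549 ARE_Fluc cells exposed to compound for 18-24 h: a CellTiter-Fluor fluorescence read for viability, then a luciferase luminescence read for Nrf2/ARE activity.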
# S2 tox = cell viability loss in ATXN counter-screen. 0.49% of 400,000 active. Potency, µM (titrated, usually from 56.7 µM), most hits filed as cytotoxic. S2 cells (HEK-293 line with an ATXN2-luciferase reporter) viability, CellTiter-Fluor protease fluorescence, 24 h; also: nearly all actives have a fitted effect of over 40% in size
# HepG2 viability = kills HepG2 cells in TGF-b inhibitor counter-screen | HepG2 CAGA-GFP viability, ATP luminescence, 18 h | Potency, µM (series often up to 46.1 µM), inactives show at the highest dose activity change, negative = cytotoxicity, actives largely listed as cytotoxic | 0.76% of 410,000 active | AID 588856; also: some results filed as inactive show a strong effect at the top dose
#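 HepG2 CAGA-GFP cells (1000/well, DMEM with 1% FBS) received compound, then TGF-beta at 500 pg/mL final, and were incubated 18 hours at 37 degrees C. Viability was read by CellTiter-Glo luminescence. Media-only wells were set as complete cell-killing and DMSO as no toxicity.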
# A549 tox = counter-screen for Nrf2 inhibitors: cytotoxicity in A549 cells; 0.16% of 390,000 active; A549 ARE-Fluc cells, CellTiter-Fluor viability, 18-24 h; Potency, µM (doses to about 46 µM), for the others: at the top dose activity change, negative = cytotoxicity, usual class: inhibitors; also: % is scaled to controls: 0 for no effect and ±100 for the full control effect
#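 A549 ARE-Fluc cells in 5% FBS OPTI-MEM, 5000 cells/well, rested 2 h then exposed to compounds in concentration-response for 18-24 h at 37 °C. Viability by CellTiter-Fluor fluorescence (Ex 405/Em 525) after 30 min; luciferase luminescence (BugLite, 15 min, RT) read afterwards.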
# ATXN2 expr inh = inhibitors of ATXN2 expression | 0.72% of 360,000 active | HEK-293 ATXN2-luciferase reporter, luminescence, 24 h | Potency, µM (top dose mostly 57 µM), for inactives: at the top dose activity change, negative = inhibition, actives largely listed as inhibitors; also: % is scaled to controls: 0 for no effect and ±100 for the full control effect; nearly all actives have a fitted effect of over 55% in size
#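 qHTS (up to 57 uM final) was run with 24 h compound exposure of reporter cells at 37 °C. Each well was multiplexed: SteadyGlo luminescence measured ATXN2-luciferase expression after a fluorogenic Gly-Phe-AFC viability readout (25 uM final).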
# Nrf2 ARE act = activates Nrf2 signaling; Potency, µM (series often up to 46.1 µM), inactives show at the highest dose activation, most hits filed as activators; AREc32 ARE-luciferase reporter (MCF7-derived line), luminescence, 24 h; 0.31% of 410,000 active; also: % of control where 0% means no effect; nearly all actives have a fitted effect of over 65% in size
#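 Reporter line AREc32 (ARE-Fluc), seeded overnight in OPTI-MEM with 5% FBS; compound pin-transferred, 24 hr at 37 deg C, 5% CO2; luminescent read-out.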
# EPAC2 antag = antagonists of human EPAC2; AID 720708; 0.18% of 360,000 active; Potency, µM (doses to about 114 µM), for inactives: top-dose activity, negative = inhibition, hits mostly inhibitors; EPAC2 GEF exchange of Rap1B-BODIPY-GDP, fluorescence; Q8WZA2; also: % is scaled to controls: 0 for no effect and ±100 for the full control effect; nearly all actives have a fitted effect of over 45% in size; many of its hits are not listed in these tables
# Target sequence (Q8WZA2 whole entry, looked up): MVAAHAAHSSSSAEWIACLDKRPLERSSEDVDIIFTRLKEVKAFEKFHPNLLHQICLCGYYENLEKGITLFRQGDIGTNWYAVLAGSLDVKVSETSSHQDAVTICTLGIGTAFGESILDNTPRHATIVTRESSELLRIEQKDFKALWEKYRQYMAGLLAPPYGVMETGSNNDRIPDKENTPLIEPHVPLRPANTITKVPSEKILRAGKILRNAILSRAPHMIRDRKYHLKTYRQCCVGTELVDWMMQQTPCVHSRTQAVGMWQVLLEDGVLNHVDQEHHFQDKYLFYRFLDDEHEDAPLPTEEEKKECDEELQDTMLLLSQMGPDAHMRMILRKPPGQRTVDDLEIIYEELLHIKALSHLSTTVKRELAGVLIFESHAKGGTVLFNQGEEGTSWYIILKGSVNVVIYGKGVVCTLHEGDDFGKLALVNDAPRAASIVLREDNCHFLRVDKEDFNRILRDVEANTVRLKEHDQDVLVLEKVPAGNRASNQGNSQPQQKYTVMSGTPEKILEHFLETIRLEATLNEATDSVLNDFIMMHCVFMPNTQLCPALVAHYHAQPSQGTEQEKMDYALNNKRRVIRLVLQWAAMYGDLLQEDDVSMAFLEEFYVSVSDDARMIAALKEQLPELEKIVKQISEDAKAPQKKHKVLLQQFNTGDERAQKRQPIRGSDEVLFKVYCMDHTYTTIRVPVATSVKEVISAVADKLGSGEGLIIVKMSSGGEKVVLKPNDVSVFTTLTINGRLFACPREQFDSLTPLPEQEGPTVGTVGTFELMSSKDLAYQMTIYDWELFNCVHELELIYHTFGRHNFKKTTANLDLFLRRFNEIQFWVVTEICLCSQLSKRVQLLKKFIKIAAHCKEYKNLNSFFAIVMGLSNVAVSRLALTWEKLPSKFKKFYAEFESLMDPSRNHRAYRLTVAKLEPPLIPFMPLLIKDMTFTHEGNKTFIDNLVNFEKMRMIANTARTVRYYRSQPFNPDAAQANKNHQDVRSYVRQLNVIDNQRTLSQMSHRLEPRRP
# TGFb SMAD3 inh = blocks TGF-b signaling; AID 588855; Potency, µM (top dose mostly 46.1 µM), without a hit: at the top dose activity, negative = inhibition, most hits filed as inhibitors; HepG2 CAGA-GFP TGF-b/SMAD3 reporter, GFP fluorescence, 18 h; TGF-beta stimulated, 500 pg/mL final; 1.2% of 410,000 active; also: % is scaled to controls: 0 for no effect and ±100 for the full control effect; nearly all actives have a fitted effect of over 65% in size
#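 Inhibition of TGF-beta-driven CAGA-GFP reporter expression in HEPG2 cells is measured by cellular GFP fluorescence after 18 h stimulation with 500 pg/mL recombinant TGF-beta in 1% FBS medium at 37 degrees C.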
# An asterisk follows results filed as active; i = inactive; ? = inconclusive; . = no result given; & = joins results of further samples; [ ] = dose if it differs, or a comment. Calls follow the shape of the dose curve; as a rule, active = well fitted curve in the direction sought with a large enough effect; inconclusive = small, poorly fitted or top-dose-only effect, or another doubt; inactive = no such curve, though single readings can be large; an effect the other way counts as inactive or inconclusive. Potency is read from the fitted curve at half-maximal effect. Only part of the results is shown (hit frequency here may not be typical).
SMILES,MCF10A rereplic,Nrf2 inh,S2 tox,HepG2 viability,A549 tox,ATXN2 expr inh,Nrf2 ARE act,EPAC2 antag,TGFb SMAD3 inh
COc1cccc(OCc2cc(C(=O)NCC3CCCCC3)no2)c1,2.4%,10.3%,i,8.8%,-0.1%,18.6%,-0.3%,2.8%,13.0%
CC(NC(=O)/C=C/c1cnc2ccccc2n1)C12CC3CC(CC(C3)C1)C2 (stereo not drawn),25.2%,-29.5%,i,-2.5%,-0.6%,-16.8%,9.2%,6.4%,?
COc1ccccc1OCC(=O)NCC1CCCN(Cc2cnn(C)c2C)C1 (stereo not drawn),3.0%,9.5%,i,-79.9%,5.6%,-13.7%,-0.4%,-2.9%,0.0%
CC(C)C(NC(=O)C1CCCCC1)C(=O)NCCc1ccccc1 (stereo not drawn),2.3%,-7.0%,i,-17.0%,-7.5%,.,-0.4%,-1.1%,17.2%
CC(=O)c1ccc(OCCCC(=O)NCc2nnc3ccccn23)cc1,7.9%,0.3%,i,15.3%,1.2%,32.9%,0.7%,9.3%,12.2%
COc1ccc(CCNC(=O)Cn2c(=O)n(-c3ccc(F)cc3F)c(=O)c3sccc32)cc1OC,3.7%,-23.1%,?,-0.9%,-16.5%,-16.4%,0.2%,-1.5%,-10.1%
O=C(CN1C(=O)C2C3C=CC(C3)C2C1=O)NCc1ccc2c(c1)OCO2 (stereo not drawn),-1.9%,-3.4%,i,1.2%,-0.8%,-1.2%,0.4%,-0.6%,14.2%
Cc1cccc(OCC(=O)N(Cc2ccc(C(C)(C)C)cc2)Cc2ccco2)c1,.,?,.,-45.2%,-5.6%,.,-2.7%,.,-21.8%
C=CCSCC1Nc2cc(Cl)c(S(N)(=O)=O)cc2S(=O)(=O)N1 (stereo not drawn),0.3%&-1.9%,-1.7%,i,-42.5%,0.8%,-11.7%&11.5%,-0.7%,3.5%,-6.8%
O=C(COC(=O)Cc1n[nH]c(=O)c2ccccc12)NNC(=O)c1ccccc1,-19.5%,-18.1%,i,-6.2%,0.6%,0.0%,-0.6%,3.3%,0.5%
Cc1c(C(=O)NCc2ccc(Cl)c(Cl)c2)sc(=O)n1Cc1cccc(F)c1,.,.,i,-0.3%,.,?,5.0%,7.0%,?
COc1cccc(NC(=O)CCC(=O)Nc2ccc3nc(N4CCOCC4)cc(C)c3c2)c1,-1.4%,26.1%,i,-4.2%,-1.4%,26.1%,4.3%,20.4%,-2.5%
O=C(NC1CCCC1)C1CCC(=O)N1C1CCCCC1 (stereo not drawn),-10.3%,4.6%,i,-0.3%,0.3%,.,0.5%,2.8%,-0.7%
COc1ccc(C(C)(O)c2nc(-c3ccc(OC)c(OC)c3)cs2)cc1 (stereo not drawn),.,.,i,0.3%,.,-1.7%,5.9%,-29.9%,-0.4%
C=CCn1c(-c2cccc(OCC)c2)n[nH]c1=S,-5.8%,-5.9%,i,-8.3%,9.1%,1.4%,1.3%,-7.7%,-1.6%
COc1ccc(-c2cc(C(F)(F)F)nc(SCCC(=O)NCc3ccccc3)n2)cc1,?,-17.1%,?,-48.3%,-6.7%,-28.2%,0.2%,0.0%[57.1 µM],?
CCCCN1CC(COCc2ccccc2)Oc2ccccc2S1(=O)=O (stereo not drawn),1.5%,4.8%,i,-22.8%,13.6%,-5.9%,3.4%,-8.6%,?
CCOc1ccc(NC(=O)COc2ccc(N3CC(C(N)=O)CC3=O)cc2)cc1 (stereo not drawn),15.0%,-2.5%,i,-17.2%,-1.2%,57.1%[activator],9.7%,-2.8%,-6.7%
CC1CCCN(C(=O)c2cc(-c3ccco3)nc3ccccc23)C1 (stereo not drawn),?,7.5%,i,4.8%,-3.5%,-5.4%,10.7%,2.3%,1.3%
Cc1ccc(S(=O)(=O)NN=C2CCCc3ccccc32)cc1,.,.,?,-29.1%,.,.,0.2%,1.6%,-11.2%
CC1COc2ccccc2N1C(=O)c1ccc(Cl)cc1 (stereo not drawn),2.1%,1.5%,i,-1.9%,-2.8%,2.1%,-0.3%,-24.0%,-19.6%
CCC(=O)N1CCc2cc(CNC(=O)Cc3ccc(F)cc3)ccc21,.,.,.,-3.9%,-8.8%,.,0.3%,.,0.4%
Cc1cccc(CN2CCN(C3CN(C4CCCC4)S(=O)(=O)C3)CC2)c1 (stereo not drawn),.,.,i,-24.8%,.,0.0%,1.8%,-1.1%,-10.4%
O=C(NCc1csc(-c2cccs2)n1)C1CCC1,-3.4%,17.0%,?,12.6%,11.8%,.,10.9%,-4.5%,-3.3%
CCCOc1ccc(C(=O)N(CC(C)C)c2c(N)n(Cc3ccccc3)c(=O)[nH]c2=O)cc1,?,?,i,-3.2%,-2.4%,-11.9%,0.3%,21.0%,8.4%

# A draw from above in order of SMILES length, highest first.
SMILES,MCF10A rereplic,Nrf2 inh,S2 tox,HepG2 viability,A549 tox,ATXN2 expr inh,Nrf2 ARE act,EPAC2 antag,TGFb SMAD3 inh
COc1ccc(-c2cc(C(F)(F)F)nc(SCCC(=O)NCc3ccccc3)n2)cc1,?,-17.1%,?,-48.3%,-6.7%,-28.2%,0.2%,0.0%[57.1 µM],?
Cc1cccc(OCC(=O)N(Cc2ccc(C(C)(C)C)cc2)Cc2ccco2)c1,.,?,.,-45.2%,-5.6%,.,-2.7%,.,-21.8%
CCC(=O)N1CCc2cc(CNC(=O)Cc3ccc(F)cc3)ccc21,.,.,.,-3.9%,-8.8%,.,0.3%,.,0.4%

# Further entries follow:
SMILES,MCF10A rereplic,Nrf2 inh,S2 tox,HepG2 viability,A549 tox,ATXN2 expr inh,Nrf2 ARE act,EPAC2 antag,TGFb SMAD3 inh
CCOCCCn1c(SCC(=O)Nc2ccc(C(N)=O)cc2)nc2ccccc2c1=O,12.4%,2.2%,i,5.1%,-11.1%,-11.7%,2.1%,13.0%,7.0%
O=C(NCCN1CCCCC1)c1c(O)c2ccccc2[nH]c1=O,4.6%,1.1%,i,1.8%,3.1%,2.9%,-0.3%,13.8%,15.0%
Cc1cc(NC(=O)/C=C/c2cccc(Cl)c2)n(-c2nc3ccccc3[nH]2)n1,20.6µM*,-31.1%,?,-25.1%,?,?,13.2%,-2.0%,0.4%
O=C(O)c1ccc(C2Nc3ccccc3-c3nnc(SCc4ccc(Cl)cc4)nc3O2)cc1 (stereo not drawn),.,2.6%,.,-49.3%,-3.7%,.,0.0%,.,-20.2%
COc1ccc(CNS(=O)(=O)NCc2ccccc2)cc1,-5.6%,-6.6%,i,-12.6%,1.5%,1.5%,-0.8%,5.6%,-4.0%
CCN(CC)c1ccc(C2C(C(=O)OCCOC)=C(C)NC3=C2C(=O)CCC3)cc1 (stereo not drawn),2.1%,-17.2%,?,1.3%,-14.2%,-8.3%,-0.7%,-1.1%,0.6%
COc1c(Cl)cc(Cl)cc1CNCCNCC(C)O (stereo not drawn),?,4.3%,i,0.8%,8.1%,-19.1%,-0.7%,-1.0%,6.7%
Cc1ccc(-n2nnnc2SCc2ccccn2)cc1C,3.2%,5.5%,?,-11.0%,-9.3%,36.9%,-0.7%,3.1%,2.3%
COc1ccc(S(=O)(=O)N2CCC(C(N)=O)CC2)c2ccccc12,0.9%,.,i,5.0%,4.9%,5.9%,-0.7%,-1.3%,-3.1%
CCN(Cc1ccccc1)N=Nc1ccccc1,.,.,i,5.8%,.,.,0.6%,-1.8%,18.5%
Cc1noc(-c2ccc(N(C)Cc3ccccc3)c([N+](=O)[O-])c2)n1,.,?,i,-18.4%,5.4%,36.6%,7.5%,.,?
Clc1ccc(-c2nc3ccccc3n2OCc2ccccc2)cc1,427.5%[0.0737 µM],?,i,3.4%,-3.0%,-15.8%,-0.4%,-7.1%,20.1%
CCc1nc2c(OCc3ccc(F)c(F)c3)cccn2c1N(C)C(=O)C1CC1,.,.,i,-50.5%,.,-23.3%,4.8%,-14.1%,?
O=S(=O)(c1ccc(NC(=S)N/N=C/c2ccc(O)c(O)c2)cc1)N1CCOCC1,-2.5%,-1.7%,i,-14.5%,1.4%,0.8%,0.2%,-10.0%,?
CCN(CC)C(=O)c1sc2c(c1C)c(=O)n(-c1ccc(C)c(C)c1)c(=O)n2CC(=O)NCC1CCCO1 (stereo not drawn),-0.5%,-9.7%,i,-14.5%,0.1%,-19.2%,0.0%,-0.2%,-0.5%
O=C1/C(=C\c2cccc([N+](=O)[O-])c2O)SC(=S)N1Cc1ccccc1,14.1%,16.4µM*,?,-41.7%,?,?,-1.2%,?,10µM*
Oc1ccc(-c2nc3ncccn3c2Nc2ccc3c(c2)OCO3)cc1,-16.5%,-5.7%,i,-4.2%,-7.5%,1.8%,3.1%,-0.3%,-8.3%

# Whole records, quoted from the list. Order of values: MCF10A rereplic	Nrf2 inh	S2 tox	HepG2 viability	A549 tox	ATXN2 expr inh	Nrf2 ARE act	EPAC2 antag	TGFb SMAD3 inh
# Record of `O=C(O)c1ccc(C2Nc3ccccc3-c3nnc(SCc4ccc(Cl)cc4)nc3O2)cc1` (stereo not drawn) → .	2.6%	.	-49.3%	-3.7%	.	0.0%	.	-20.2%
# Record of `Cc1noc(-c2ccc(N(C)Cc3ccccc3)c([N+](=O)[O-])c2)n1` → .	?	i	-18.4%	5.4%	36.6%	7.5%	.	?
# Record of `CCN(CC)C(=O)c1sc2c(c1C)c(=O)n(-c1ccc(C)c(C)c1)c(=O)n2CC(=O)NCC1CCCO1` (stereo not drawn) → -0.5%	-9.7%	i	-14.5%	0.1%	-19.2%	0.0%	-0.2%	-0.5%
# Record of `O=S(=O)(c1ccc(NC(=S)N/N=C/c2ccc(O)c(O)c2)cc1)N1CCOCC1` → -2.5%	-1.7%	i	-14.5%	1.4%	0.8%	0.2%	-10.0%	?

# From PubChem
